RORgamma inh = inhibitors of mouse ROR gamma transcriptional activity. P51450. Drosophila S2 Gal4-RORgamma UAS-luciferase reporter, 20 h. Potency, µM (titrated, usually from 53.6 µM), for the others: top-dose activity change, negative = inhibition, actives largely listed as inhibitors. 5.4% of 310,000 active; also: potency is read from the fitted curve at half-maximal effect; % is scaled to controls: 0 for no effect and ±100 for the full control effect; nearly all actives have a fitted effect of over 60% in size
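Drosophila Schneider cells stably carrying a metallothionein-driven Gal4 DBD–ROR gamma fusion and a UAS-Photinus luciferase reporter were exposed to compound for 1 hr, then induced with copper sulfate (700 uM final) for 20 hr at ambient temperature before luminescence reading.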
Mito fusion yeast = inhibitors of mitochondrial division or activators of mitochondrial fusion; S. cerevisiae fusion-defective mutant growth rescue, CellTiterGlo 48 h; Potency, µM (highest dose often 46.1 µM), for the others: at the top dose growth rescue (activation), usual class: activators; 0.23% of 320,000 active; AID 485298;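 also: potency is read from the fitted curve at half-maximal effect; % of control where 0% means no effect; nearly all actives have a fitted effect of over 45% in size; temperature-sensitive fusion mutants such as fzo1-1 at 37 °C on non-fermentable ethanol glycerol medium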
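Luminescent cell viability in 1536-well qHTS format served as the measure of rescued growth in ts fusion-mutant S. cerevisiae cultured on non-fermentable YPEG for 48 hours at 37C.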
ELG1 DNA repair = inhibitors of ELG1-dependent DNA repair in HEK293T cells; HEK293T ELG1-luciferase reporter, luminescence, 16 h; DNA damage induced by 5-fluorouridine; Potency, µM (doses to about 46.1 µM), inactives show at the top dose activity change, negative = inhibition, hits mostly inhibitors; 2.3% of 330,000 active; also: potency is read from the fitted curve at half-maximal effect; % is scaled to controls: 0 for no effect and ±100 for the full control effect; nearly all actives have a fitted effect of over 55% in size
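Reporter activity after DNA damage by 5-fluorouridine is monitored. Compound-treated cells incubate 16 hr at 37 °C, then ONE-Glo is added for 30 min before luminescence reading.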
MBNL1-CUG inh = blocks human MBNL1 binding to CUG repeat RNA | Potency, µM (titrated, usually from 57.5 µM), for inactives: top-dose activity change, negative = inhibition, most hits filed as inhibitors | Q9NR56 | 0.036% of 280,000 active | TR-FRET MBNL1-His/biotin-(CUG)12 binding, 665/545 ratio; active = well fitted inhibition curve with a large enough effect in the signal ratio, with a control signal flat, not every such curve was filed as active; inconclusive = small, poorly fitted or top-dose-only effect, or effect the other way, or a change in a side signal; inactive = no such curve, though single readings can be large or run the other way; the % refers to the signal ratio; also: potency is read from the fitted curve at half-maximal effect; % is scaled to controls: 0 for no effect and ±100 for the full control effect
Target sequence (Q9NR56 whole entry, looked up): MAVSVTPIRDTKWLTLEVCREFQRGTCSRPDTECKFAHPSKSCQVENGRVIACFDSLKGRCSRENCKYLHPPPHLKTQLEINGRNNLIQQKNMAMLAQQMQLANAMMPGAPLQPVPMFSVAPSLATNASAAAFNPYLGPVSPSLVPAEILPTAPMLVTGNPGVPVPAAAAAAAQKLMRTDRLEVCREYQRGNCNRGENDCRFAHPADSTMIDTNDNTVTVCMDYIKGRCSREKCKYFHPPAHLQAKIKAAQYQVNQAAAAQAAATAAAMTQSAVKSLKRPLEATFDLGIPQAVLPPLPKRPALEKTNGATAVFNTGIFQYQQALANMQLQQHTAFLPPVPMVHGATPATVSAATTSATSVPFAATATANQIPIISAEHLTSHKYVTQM
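TR-FRET readout: Ex 340 nm, 665/545 nm emission ratio, normalized to buffer-only (basal) and MBNL1-(CUG)12 controls. Complex of MBNL1-His with Biotin-(CUG)12, compounds 92 nM–58 uM, incubated 60 min at room temperature.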
NPC1 prom act = activators of NPC1 promoter | Potency, µM (highest dose often 9.22 µM), for inactives: at the top dose activation, actives largely listed as activators | Huh7 NPC1 promoter luciferase reporter, 24 h | 2.4% of 320,000 active;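 also: potency is read from the fitted curve at half-maximal effect; % of control where 0% means no effect; nearly all actives have a fitted effect of over 60% in size; reporter is driven by a mutant NPC1 promoter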
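Quantitative HTS used a cell-based reporter: Huh7 cells stably bearing the NPC1 promoter upstream of luciferase were treated with compounds for 24 h, and promoter activation was read as luminescence.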
FLuc counter = counter-screen for miR-21 project: firefly luciferase inhibitors or activators; 6.9% of 360,000 active; Potency, µM (top dose mostly 57.5 µM), for the others: at the highest dose activity change, negative = inhibition, usual class: inhibitors; P08659; purified FLuc, Km substrates, luminescence inhibition; AID 588342;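 also: potency is read from the fitted curve at half-maximal effect; plate controls were vehicle for no effect and reference inhibitor for full effect; nearly all actives have a fitted effect of over 55% in size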
Target sequence (P08659 whole entry, looked up): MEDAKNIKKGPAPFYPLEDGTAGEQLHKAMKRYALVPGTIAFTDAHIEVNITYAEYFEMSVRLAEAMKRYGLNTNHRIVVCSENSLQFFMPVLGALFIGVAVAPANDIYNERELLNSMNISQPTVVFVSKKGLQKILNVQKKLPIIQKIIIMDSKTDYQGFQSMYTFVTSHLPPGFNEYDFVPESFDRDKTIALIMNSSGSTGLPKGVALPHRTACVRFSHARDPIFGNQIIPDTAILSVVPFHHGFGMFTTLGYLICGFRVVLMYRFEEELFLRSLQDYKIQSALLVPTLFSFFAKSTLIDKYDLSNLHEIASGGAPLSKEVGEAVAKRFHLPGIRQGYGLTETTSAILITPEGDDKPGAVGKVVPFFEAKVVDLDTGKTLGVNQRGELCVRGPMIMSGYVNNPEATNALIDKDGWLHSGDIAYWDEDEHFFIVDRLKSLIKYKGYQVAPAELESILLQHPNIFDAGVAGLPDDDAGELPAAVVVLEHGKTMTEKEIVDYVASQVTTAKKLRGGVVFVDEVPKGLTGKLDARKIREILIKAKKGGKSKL
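Biochemical qHTS of compounds, final roughly 60 µM downward over six points, against 10 nM purified firefly luciferase using Km concentrations of substrates (10 uM D-luciferin, 10 uM ATP) in Tris acetate pH 7.5 buffer; luminescence output.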
Menin MLL FP TR = menin-MLL binding inhibition, Texas Red mutant peptide. O00255. Menin + Texas Red MLL mutant peptide, fluorescence polarization. Potency, µM (titrated, usually from 61.6 µM), without a hit: at the top dose FP activity change, negative = inhibition, most hits filed as inhibitors. 0.23% of 270,000 active. AID 1768; active = well fitted inhibition curve with a large enough effect in the polarisation, with a control signal flat, not every such curve was filed as active; inconclusive = small, poorly fitted or top-dose-only effect, or effect the other way, or a change in a side signal; inactive = no such curve, though single readings can be large or run the other way; the % refers to the polarisation; also: potency is read from the fitted curve at half-maximal effect; % of control where 0% means no effect; many of its hits are not listed in these tables
PKM2 activator = increases activity of human pyruvate kinase M2 | P14618 | purified PKM2, Kinase-Glo ATP luminescence, activation; response scale: 0% is enzyme alone, no compound | Potency, µM (titrated, usually from 57.5 µM), without a hit: top-dose activation, hits mostly activators | 0.34% of 260,000 active | AID 1631; also: potency is read from the fitted curve at half-maximal effect; % is scaled to controls: 0 for no effect and ±100 for the full control effect; nearly all actives have a fitted effect of over 55% in size
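Kinase-Glo luminescence reports ATP generated from ADP (0.1 mM) and PEP (0.5 mM) by purified hPK-M2 after 1 h at room temperature, pH 7.2 imidazole buffer; intermediate enzyme activity allows detecting inhibitors and activators.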
KCNH2 3.1 block = KCNH2 3.1 (human) potassium channel inhibition; U2OS KCNH2 3.1, thallium flux FluxOr; active compounds read low; activity change, % (tested at about 1.8 µM); 0.95% of 340,000 active; AID 720553;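 active = maximum activity change below -70%; inconclusive = maximum activity change from -70% to -50%; inactive = maximum activity change above -50%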;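 also: thallium influx rate constant from kinetic fluorescence after stimulation buffer; % is scaled to controls: 0 for no effect and ±100 for the full control effect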
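Normalized rate constant (relative to positive and negative DMSO controls) derived from a 2 min kinetic fluorescence read after stimulation; U2OS cells expressing the 3.1 isoform via virus at 1.77 x 10^8 /mL.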
Rab9 prom act = activators of Rab9 promoter. 2.8% of 320,000 active. Huh7 Rab9 promoter-luciferase reporter, luminescence, 24 h. Potency, µM (top dose mostly 9.22 µM), for inactives: top-dose activation, negative = inhibition, most hits filed as activators; also: potency is read from the fitted curve at half-maximal effect; % of control where 0% means no effect; nearly all actives have a fitted effect of over 60% in size
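Huh7 reporter line, Rab9 promoter upstream of luciferase. Compound exposure 24 h at 37 °C in reduced-serum medium with 10% FBS. Read-out: luminescence.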
Gal4-VP16 FLuc = Gal4-VP16 reporter inhibition counter-screen; Drosophila S2 Gal4-VP16 UAS-luciferase, luminescence, 20 h; AID 2546; Potency, µM (series often up to 53.6 µM), without a hit: top-dose activity, negative = inhibition, hits mostly inhibitors; 3.5% of 310,000 active;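 also: Gal4-VP16 expression switched on by copper sulfate through the metallothionein promoter; potency is read from the fitted curve at half-maximal effect; % is scaled to controls: 0 for no effect and ±100 for the full control effect; nearly all actives have a fitted effect of over 50% in size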
An asterisk follows results filed as active; ? = inconclusive; nt = no result given; & = joins results of further samples; [ ] = dose if it differs, or a comment. Unless noted, calls follow the shape of the dose curve; as a rule, active = well fitted curve in the direction sought with a large enough effect; inconclusive = small, poorly fitted or top-dose-only effect, or another doubt; inactive = no such curve, though single readings can be large; an effect the other way counts as inactive or inconclusive. These rows are one share of the data; rates above refer to the full screens.

SMILES	RORgamma inh	Mito fusion yeast	ELG1 DNA repair	MBNL1-CUG inh	NPC1 prom act	FLuc counter	Menin MLL FP TR	PKM2 activator	KCNH2 3.1 block	Rab9 prom act	Gal4-VP16 FLuc
Cc1ccc(NC(=O)CSc2nc3ccccc3nc2N2CCOCC2)c(C)c1	-2.5%	-1.4%	-1.9%	13.0%	-2.4%	0.1%	-8.6%	-19.1%	7.1	3.5%	7.7%
CC1=CC2=NC(=O)CC(C)(C(=O)N(CC(=O)NC(C)(C)C)Cc3cccs3)N2C=C1 (stereo unspecified)	-1.6%	1.1%	2.0%	6.3%	-7.4%	5.0%	-14.5%	1.0%	-0.9	-4.9%	-6.9%
CCOC(=O)c1cc(-c2ccc3c(c2)OCCO3)n[nH]1	3.6%	-2.7%	?	-5.1%	3.16µM*	2.39µM*	-11.9%	4.5%	8.6	1.58µM*	25.2%
O=C(CNc1cccc2ccccc12)N/N=C/c1ccc([N+](=O)[O-])o1	11.2µM*	18.8%	?	?	2.0%	2.2%	?	2.6%	-35.4	-4.6%	?
COc1cccc(Oc2cn[nH]c2-c2ccc(OCC(=O)NN)cc2O)c1	-23.6%	-16.7%	9.8%	-1.3%	-5.7%	0.2%	?	nt	-1.9	-3.5%	-5.7%
COc1ccccc1OCCn1cc(/C=C(\C#N)C(=O)NCc2ccco2)c2ccccc21	32.7%	0.2%	?	nt	-2.7%	3.6%	9.1%	-4.0%	-40.7	-5.5%	-2.7%
O=C(NCCNc1nccc(C(F)(F)F)n1)c1cccc(C(F)(F)F)c1	42.4%	1.6%	?	-3.9%	-1.9%	0.7%	nt	-0.8%	9.1	-8.2%	-9.3%
CC(C)(C)OC(=O)NC(Cc1ccccc1)C(=O)O (stereo unspecified)	-23.7%	2.5%	1.7%	nt	-0.2%	5.3%	nt	-3.3%	-31.0	-4.4%	-2.4%
COc1ccc(OC)c(C(=O)c2coc3ccc(OC)cc23)c1	12.0%	0.5%	-10.7%	0.2%	-1.2%	1.9%	4.0%	2.0%	-2.6	-0.6%	-3.1%
COc1ccc(C2=NN(C(=O)CCC(=O)O)C(c3ccc(OC)c(OC)c3)C2)cc1 (stereo unspecified)	-18.9%	3.1%	-0.4%	16.3%	3.1%	5.7%	6.0%	-5.8%[11.5 µM]	1.2	-4.6%	-14.1%
Cc1cccc(NC(=O)CSCc2cc(=O)n3nc(C4CC4)sc3n2)c1	-2.6%	-0.8%	27.4%	-2.3%	-1.3%	0.9%	nt	nt	-25.5	-1.8%	1.4%
COc1ccc(NC(=S)N2CCN(C(=O)c3ccccc3)CC2)cc1	-4.2%	-1.1%	15.5%	-10.1%	-1.0%	-0.1%	-27.1%	-1.0%	1.3	-8.3%	6.2%
CC(=O)c1ccc(N2CCN(C(=O)COc3ccc4c(c3)CCC4)CC2)cc1	?	6.8%	3.0%	17.0%	0.7%	-18.6%	nt	6.9%	-31.9	3.7%	-15.9%
Cc1ccc(C)c(NC(=O)CN(C)S(=O)(=O)c2cccc3cccnc23)c1	-37.9%	3.8%	-9.4%	-10.8%	-1.2%	5.5%&-1.9%	nt	-0.1%	-5.2	1.2%	0.9%
CN(C)/C(CN1CCOCC1)=C1\N=C(c2ccccc2)OC1=O	-2.6%	1.1%	6.7%	?	-1.3%	-1.3%	nt	-8.1%	8.9	-1.4%	-0.3%
COc1ccc(NC(=O)C(=O)NCC(c2ccco2)N2CCc3ccccc3C2)cc1 (stereo unspecified)	nt	?	-8.0%	nt	-4.9%	2.3%	nt	nt	-14.9	-0.8%	nt
CCCCN(CCCC)Cc1ccc(C(=O)NN)o1	-4.6%	-4.4%	-9.3%	0.9%	-2.8%	0.6%	-8.9%	-6.4%	-42.9	1.1%	-1.4%
CCOC(=O)c1ccccc1-c1csc(N)n1	-4.0%	5.4%	7.5%	-7.6%	-0.7%	-0.1%	4.0%	1.8%	1.7	-0.7%	0.3%
COc1ccc(Oc2coc3cc(OCC(=O)N4CCCCC4)ccc3c2=O)cc1	?	-2.6%	-13.9%	nt	1.0%	?	-6.7%	-3.3%	nt	-3.7%	-8.0%
Cc1cnc(C(=O)OCc2nc3ccsc3c(=O)[nH]2)cn1	nt	0.3%	-7.0%	nt	-1.2%	2.2%	nt	nt	1.4	-1.5%	nt
COc1ccc(-c2nn(CCC(=O)O)cc2/C=C/C(=O)O)cc1[N+](=O)[O-]	-0.1%	-4.2%	2.0%	?	-5.6%	-1.4%	15.5%	2.5%	8.2	1.4%	-0.1%
CCCCc1c(C)c2ccc(OC)c(/C(C)=N\O)c2oc1=O	17.4%	3.4%	-22.7%	13.1%	1.7%	-13.2%	-5.5%	1.9%	2.6	-4.9%	-3.0%
Cc1ccc(C)c2[nH]c(=O)c(CCNC(=O)C(C)C)cc12	-6.3%	0.8%	7.5%	5.5%	-0.5%	-1.0%	-0.9%	-11.3%	nt	-5.9%	-3.4%
COc1ccc(CNCC(O)(c2ccc(Cl)cc2)c2ccc(Cl)cc2)cc1OC	-126.5%	-27.6%	4.9%	-0.7%	1.2%	1.4%	?	-0.3%	?	-2.2%	?
COc1ccc(NC(=O)CCn2nc(C)cc2C)cc1	-25.2%[0.365 µM]	-0.3%	12.6%	-2.7%	4.7%	-0.7%	-8.6%	-18.6%	-0.5	0.9%	nt
Cc1ccc(Cl)cc1NS(=O)(=O)c1c(C)[nH]c(=O)[nH]c1=O	?	-4.7%	3.7%	-4.3%	2.1%	3.3%	-6.4%	1.7%	7.2	1.8%	3.0%
CC(Oc1cc2oc(=O)c3c(c2cc1Cl)CCC3)C(=O)NCCN1CCOCC1 (stereo unspecified)	0.9%	-1.9%	18.5%	4.6%	0.4%	-1.0%	-10.0%	2.7%	4.3	-2.0%	13.5%
COc1ccc(NC(=O)COC(=O)CNS(=O)(=O)c2ccc(C)cc2)c(OC)c1	-9.7%	-0.6%	0.2%	-13.5%	-1.2%	0.0%	-1.8%	1.1%	-3.9	-1.4%	-5.0%
CCOC(=O)C1(CCOC)CCN(C(=O)Cc2ccc3ccccc3c2)CC1	32.2%	1.8%	1.7%	-0.3%	-3.5%	4.0%	?	-1.8%	11.0	-0.5%	-9.9%
Cc1ccc(CNC(=O)c2ccc(N(C)C)cc2)cc1	16.6%	-0.1%	11.7%	12.8%	-1.6%	?	15.7%	2.4%	-17.6	17.2%	?
N#C/C(=C\Nc1ccc(F)c(Cl)c1)C(=O)C1CC1	12.4%	-1.8%	8.8%	1.6%	-2.8%	-2.8%	nt	-1.1%	8.8	-3.3%	3.0%
NC(=O)c1c(NC(=O)Cc2cccs2)sc2c1CCC2	?	8.5%	?	36.1%[activator]	-0.7%	-16.3%	-4.1%	25.2%	-4.9	7.4%	17.6%
Cn1c(CSCc2ccccc2Cl)nnc1SCC(=O)Nc1nccs1	-5.3%	-4.2%	-26.5%	-13.1%	-1.5%	3.8%	-6.0%	7.5%	-2.4	1.5%	4.2%[0.365 µM]
O=C(Nc1ccnc(-c2ccncc2)n1)c1ccccc1Cl	1.4%	0.6%	?	-1.6%	0.4%	-0.6%	5.0%	1.4%	5.7	-2.6%	4.7%
COc1ccc(NS(=O)(=O)c2ccc3oc(SC)nc3c2)cc1	?	9.8%	-19.5%	-10.0%	-3.6%	0.3%	9.1%	nt	-47.9	-1.3%	-27.2%
CCOC(=O)C1CCN(C(=O)CCS(=O)(=O)c2ccc3c(c2)CCN3C(C)=O)CC1	9.6%	-2.0%	0.2%	-2.4%	-1.3%	-1.3%	-10.8%	1.0%	4.4	5.1%	-4.9%
COC(=O)C1=C(C)NC2=C(C(=O)C(C(=O)OC)C(c3ccc(OC)cc3)C2)C1c1ccccn1 (stereo unspecified)	-37.9%	1.5%	-2.8%	18.3%	-4.5%	1.2%	-12.1%	-0.5%	-2.3	15.5%	-1.5%
CCn1cc(CNC(=O)CCc2ccc(OC)cc2)cn1	-7.2%	-2.0%	11.0%	4.0%	-2.2%	0.1%	9.7%	-1.3%	-4.6	-11.2%	-9.2%
Cc1ccc(NC(=O)c2snc3c(=O)[nH]cnc23)cc1C	-10.6%	2.3%	19.5%	12.3%	0.0%	-17.8%	0.8%	-4.8%	nt	-4.5%	-0.1%
CC(OC(=O)c1cc(Cl)ccc1[N+](=O)[O-])C(=O)NC(C)c1ccc(F)cc1 (stereo unspecified)	15.0%	7.3%	-2.1%	?	-4.1%	5.0%	-2.4%	1.0%	2.5	-4.0%	-9.1%

Bioassay records: PubChem BioAssay, National Center for Advancing Translational Sciences (NCATS)
